Screening data as filed in PubChem.
14-3-3 PPI: modulators of human 14-3-3 gamma - Raf peptide interaction. FP, 14-3-3gamma / TMR-pS259-Raf peptide binding. actives 0.19% (n = 160,000). inhibition, % at 40 µM. P61981; in the data active = inhibition above about 30%;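 note: 0% = protein plus tracer without compound and 100% = blank with tracer alone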
Target sequence (P61981 whole entry, looked up): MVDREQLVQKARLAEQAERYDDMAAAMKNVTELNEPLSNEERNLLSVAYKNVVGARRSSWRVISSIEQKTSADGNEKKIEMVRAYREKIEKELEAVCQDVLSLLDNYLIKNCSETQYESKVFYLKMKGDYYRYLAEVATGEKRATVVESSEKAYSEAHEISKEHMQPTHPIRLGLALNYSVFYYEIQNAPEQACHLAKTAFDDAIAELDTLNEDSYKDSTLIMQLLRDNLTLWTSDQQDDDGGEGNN
* hit, by the source's call; & = joins results of further samples. This is a subset; count on the stated rates, not on these rows.

SMILES | 14-3-3 PPI
CCOC(=O)C(Cc1cc(C(C)=O)ccc1OCC)C(=O)OCC | -1
C=CCN(CC=C)c1ccc(N2C(=O)C3CCCCC3C2=O)cc1[N+](=O)[O-] (centres undefined) | 12
O=c1c2ccccc2nc(-c2cccc(Cl)c2)n1O | 0
O=[N+]([O-])c1cccc(C=Nc2ccccc2)c1O | 19
CCCCc1ccc(-n2c(-c3cc(OC)c(OC)c(OC)c3)n[nH]c2=S)cc1 | -2
O=c1c2ccccc2c(-c2ccccc2)nn1-c1ccccc1 | 3
Cc1ccc(CNC(=O)CSC2=Nc3ccccc3C3=NC(Cc4ccccc4)C(=O)N23)cc1 (centres undefined) | 0
CCOC(=O)c1c(NC(=O)COc2ccc(Br)cc2)sc(C)c1C | 0
Cc1occc1C(=O)NCc1cccc(CNC(=O)c2ccoc2C)c1 | -12
CCOC(=O)C1=C(N)N(c2ccc(Cl)cc2)C2=C(C(=O)CC(C)(C)C2)C1c1ccc(OC)c(O)c1 (centres undefined) | 5
CCOC(=O)c1cccc(N(Cc2ccccc2)S(=O)(=O)c2ccc(Cl)cc2)c1C | -4
NCCCC(=O)N1CCOCCOCCN(C(=O)CCCN)CCOCCOCC1 | 6
Nc1ncnc2nc(Sc3ccc(Cl)cc3)[nH]c12 | -3
COc1ccc(C(=O)N(CCCO)Cc2cc3c(C)ccc(C)c3[nH]c2=O)cc1OC | -5
COc1ccc(OC)c(CCNC(=O)C2CCN(c3nnc(-n4cccc4)s3)CC2)c1 | 2
Cn1c(C(=O)OCC(=O)NCCc2ccccc2)cc2sccc21 | -3
COc1ccc2nc3sc(C(=O)Nc4ccc(C(C)C)cc4)cc3cc2c1 | -6
CCN(c1ccc(F)cc1)S(=O)(=O)c1cc(Br)cc2c1N(C(=O)C1CC1)CC2 | -23
Cc1nonc1NC(=O)Nc1ccc2ccccc2c1 | 7
CC(C)(C#N)N([O-])C=C[N+](=O)C(C)(C)C#N | -8
Cc1ccc(C(=O)CSc2nc(C)cc(SCc3nnc(-c4ccccc4)o3)n2)cc1 | -10
CCc1ccc(-c2nc(-c3cc4ccc(OC(C)=O)cc4oc3=O)sc2C)cc1 | -100
CC1(C)CC(=O)C2=C(C1)OC1=C(C(=O)CC(C)(C)C1)C2c1ccccc1C(=O)O | -8
Cc1cc(NC(=O)c2cc3ccccc3o2)nc2c1c(=O)oc1ccccc12 | -129

Some of the entries so far, in CSV form:
molecule,14-3-3 PPI
O=[N+]([O-])c1cccc(C=Nc2ccccc2)c1O,19
Cc1cc(NC(=O)c2cc3ccccc3o2)nc2c1c(=O)oc1ccccc12,-129

Three compounds out of the list above, arranged by the value under 14-3-3 PPI, descending:
SMILES | 14-3-3 PPI
COc1ccc(C(=O)N(CCCO)Cc2cc3c(C)ccc(C)c3[nH]c2=O)cc1OC | -5
CC(C)(C#N)N([O-])C=C[N+](=O)C(C)(C)C#N | -8
CCc1ccc(-c2nc(-c3cc4ccc(OC(C)=O)cc4oc3=O)sc2C)cc1 | -100

More structures:
SMILES | 14-3-3 PPI
Cc1sc2nc3ccc(N4CCCC4)nn3c(=O)c2c1C | -3
COC(=O)c1c(NC(=O)CN2CCC(C)CC2)c2c(C)cccc2n1C | -2
Cc1ccc(Cl)cc1-n1c(-c2cccc([N+](=O)[O-])c2)n[nH]c1=S | 2
O=C(NCCCN1CCOCC1)c1ccc2c(c1)NC(=O)C(N1CCCCC1)S2 (centres undefined) | -1
COc1ccc(-n2c(SCC(=O)N3CCCCC3)nc3c([nH]c4ccccc43)c2=O)cc1 | -5
O=C1CCCCC1Cc1c(O)ccc2ccccc12 (centres undefined) | 0
CCOc1cc(C2Nc3c(ccc4ccccc34)C3=C2CCCC3=O)cc(Br)c1O (centres undefined) | -10
CN1/C(=C\C(=O)COC(=O)CN2C(=O)C3CC=CCC3C2=O)C(C)(C)c2ccccc21 (centres undefined) | -36
CCc1ccc(NC(=O)CNS(=O)(=O)c2c(C)noc2C)cc1 | 5
Fc1ccccc1C1C=C(c2cccnc2)Nc2nc3ccccc3n21 (centres undefined) | 47*
Cc1ccc(NC(=O)CNC(=O)c2ccco2)cc1 | 3
O=C(COc1ccc([N+](=O)[O-])cc1)Nc1cccc2nsnc12 | -112
CCOC(=O)C1=C(N)Oc2cc(O)ccc2C1c1ccccc1 (centres undefined) | -5
CC1CC(C)CN(C(=O)C2CCCN(S(C)(=O)=O)C2)C1 (centres undefined) | 7
COC(=O)c1sc(=S)n(-c2cccc([N+](=O)[O-])c2)c1N | -2
Cn1cnc2c(sc3nc4c(cc32)COC(C)(C)C4)c1=O | 7
O=C(NCc1ccc(F)cc1)c1ccc(NC(=O)C2CCCO2)cc1 (centres undefined) | -3
Cc1ccc(S(=O)(=O)NCc2nnc(NC(=O)c3ccccc3I)s2)cc1 | -18
O=S(=O)(c1cccc(-c2cn3cccnc3n2)c1)N1CCOCC1 | 0
O=[N+]([O-])c1ccc(NCCCN2CCOCC2)c(Cl)c1 | 1
O=C(NCc1ccc(Cl)cc1)C(=O)N1CCCCC1 | 5
Cc1cc(C(=O)NCCCN2CCCC2=O)cs1 | -2
O=C(Cn1nc(-c2ccc(Cl)cc2)ccc1=O)NCC1CCCO1 (centres undefined) | 5
Cc1ccc(S(=O)(=O)N(Cc2ccco2)CC2CCCO2)cc1[N+](=O)[O-] (centres undefined) | -5
CCN(Cc1ccccc1)S(=O)(=O)c1ccc(C(=O)Nc2nnc(C3CC3)o2)cc1 | 3&-2
O=C(Nc1ccc2c(c1)OCO2)C1CCN(Cc2cnn(-c3ccccc3)c2-n2cccc2)CC1 | -3
CN(CC(=O)NC1CCCc2ccccc21)S(=O)(=O)c1cccs1 (centres undefined) | -18
c1ccc(CSc2n[nH]c(-c3ccccc3)n2)cc1 | -1
COc1ccccc1CNC(=O)c1ccc(NS(=O)(=O)c2c(C)noc2C)cc1 | -1&-7
COC(=O)C1=C(C(=O)OC)SC2(S1)C(C(=O)OC)=C(C(=O)OC)SC1=C2c2ccccc2NC1(C)C | -5
O=C(C1CC1c1ccccc1)N1CCOCC1 (centres undefined) | 0
CCOC(=O)CSc1nc2ccccc2n2cnnc12 | -26
O=C(C1=C(O)C(=O)N(CCCn2ccnc2)C1c1ccco1)c1cccs1 (centres undefined) | -10
COc1cc2[nH]c(=O)n(CCCCCC(=O)NCCCN3CCCC3=O)c(=O)c2cc1OC | -2
CCOC(=O)c1ccc(N=C2C(=O)Nc3ccc([N+](=O)[O-])cc32)cc1 | 2
COc1cc(-c2c(C#N)c(N)n3c(nc4ccccc43)c2C#N)ccc1OCc1ccccc1 | -51

Quoted from above for reference:
SMILES | 14-3-3 PPI
CCOC(=O)C(Cc1cc(C(C)=O)ccc1OCC)C(=O)OCC | -1
C=CCN(CC=C)c1ccc(N2C(=O)C3CCCCC3C2=O)cc1[N+](=O)[O-] (centres undefined) | 12
O=c1c2ccccc2nc(-c2cccc(Cl)c2)n1O | 0

Other results follow:
SMILES | 14-3-3 PPI
CCN1CCc2nc(N)oc2CC1 | -9
COc1ccc(-n2nc3cc(C)c(NC(=O)c4cc(OC)cc(OC)c4)cc3n2)cc1 | -3
Cc1cccc(NC(=O)c2ccc(-c3ccccc3)o2)n1 | -12
CCC(=O)c1ccc(N2CCN(C(=O)Cc3ccccc3)CC2)c(F)c1 | -5
Cc1ccc(CNC(=O)C(Cc2ccccc2)NS(=O)(=O)c2ccc(Br)s2)cc1 (centres undefined) | -43
CC1(C)CC(=O)C2=C(C1)OC1=C(C(=O)CC(C)(C)C1)C2c1ccc(-c2ccc(Cl)cc2)o1 | 4
COc1ccc(Nc2ncnc3sc(C)c(C)c23)cc1OC | -3
Cn1c(=O)c2c(ncn2CC(=O)N2CCCC2)n(C)c1=O | -1
Cc1ccc(-n2c(SCC(=O)Nc3ccccc3)nc3c([nH]c4ccccc43)c2=O)cc1 | -14
Oc1ccccc1-c1cc(C(F)(F)F)[nH]n1 | -6&-1
CC(C)Cc1nc2oc3c(N4CCN(CCO)CC4)ncnc3c2c2c1CCCC2 | 1
Cc1ccc2c(C)nc(/N=C(\N)NC(=O)Cc3ccccc3)nc2c1 | -1
COc1ccc(NC(=O)CN(c2cc(C)cc(C)c2)S(=O)(=O)c2c(C)noc2C)cc1 | 5
Sc1nnc(Cc2ccccc2)n1-c1ccccc1 | -6
Cc1ccc(Cn2c(SCC(=O)c3ccc(F)cc3)nc3ccsc3c2=O)cc1 | -1
CCOC(=O)c1c(C2CC2)csc1NC(C)=O | 2&3
O=C(CSc1nnnn1-c1ccc(Cl)cc1)N1CCc2ccccc2C1 | -1
O=C(O)c1ccc(S(=O)(=O)c2ccc3c(c2)C(=O)N(Cc2ccco2)C3=O)cc1 | -7&10
COc1ccc(N2C(=O)CSC23CCCCC3)cc1 | -7
Cc1cc(NC(=O)CSc2n[nH]c(CC(C)C)n2)no1 | 1
O=C1c2ccccc2C(O)N1Cc1ccco1 (centres undefined) | 5
CC(=O)c1sc2nc(-c3cccs3)cc(C(F)(F)F)c2c1N | -28
Cc1cccc(NC(=O)C2CCN(S(=O)(=O)c3c(C)nn(C)c3C)CC2)n1 | 3
CCN1CCN(S(=O)(=O)c2cc(OCC(=O)NC3CCCCC3)c(C)cc2Cl)CC1 | -2
O=C(CSc1nccc(=O)[nH]1)Nc1ccc(F)c(Cl)c1 | -13
CCc1cccc(C)c1NC(=O)CSc1nnc(-c2ccco2)n1N | -1
COc1ccc(-n2cc(-c3ccc4c(c3)OCO4)n(CC(=O)Nc3cccc(C)c3)c2=O)cc1 | 10
Cc1c(Cl)cccc1NC(=O)CCS(=O)(=O)c1cccc2nsnc12 | -20
CC1(C)CC(=O)C2=C(C1)c1c(ccc3ccccc13)NC2c1ccc(C#N)cc1 (centres undefined) | 2
COC(=O)c1ccccc1N(C)S(C)(=O)=O | 3
COc1ccccc1NC(=O)c1c(NC(=O)c2ccc([N+](=O)[O-])cc2)sc2c1CCC2 | -13
CS(=O)(=O)N(CC(=O)N1CCN(c2cccc(Cl)c2)CC1)c1cccc(F)c1 | -3
COCCNC(=O)Cn1c(=O)n(CCc2ccccc2)c(=O)c2ccccc21 | -3
C=CCNC(=S)Oc1cccc(C(=O)Nc2ccccc2)c1 | 5
O=C(Oc1ccccc1Cl)c1ccccc1P(=O)(O)O | -1
COc1ccc(C2C(C(=O)Nc3ccc(OC)c(OC)c3)CCC(=O)N2c2ccc3c(c2)OCO3)cc1 (centres undefined) | 2
Cc1n[nH]c(C)c1S(=O)(=O)N1CCN(c2ccccc2)CC1 | -4
O=C(CSc1n[nH]c(-c2ccncc2)n1)c1c[nH]c2ccccc12 | -7
COc1ccc(C2Nc3ccccc3NC3=C2C(=O)CC(C)(C)C3)cc1 (centres undefined) | -8
CC(=O)Nc1ccc(N=Cc2ccc(Cl)cc2)cc1 | 0
CC1CCCN(c2cc(NCCCC(=O)O)c3c4c(onc24)-c2ccccc2C3=O)C1 (centres undefined) | 51*
CCC1CCCCN1C(=O)Cn1c(=O)n(CCC(=O)NCc2ccco2)c(=O)c2sccc21 (centres undefined) | -12
CCN(CC)CCCNC(=O)c1nn(-c2ccc(OC)cc2OC)c(=O)c2ccccc12 | -7
CC(C)(C)n1ncc2c(=O)n(CC(=O)NCCc3ccccc3)cnc21 | -7
Cc1ccc2cc(C#N)c(SCC(=O)NCC3CCCO3)nc2c1 (centres undefined) | 0
COc1cccc(OCCOCCNCCO)c1 | -10
N#CCN1CCN(C(=O)c2ccc(C(F)(F)F)cc2)CC1 | 4
COc1ccccc1C1C2=C(N=C3SCC(=O)N31)c1ccccc1CC2 (centres undefined) | -13&-134

Pulled one by one from the entries so far, two records:
SMILES | 14-3-3 PPI
CC(C)(C)n1ncc2c(=O)n(CC(=O)NCCc3ccccc3)cnc21 | -7
COc1ccc(C2Nc3ccccc3NC3=C2C(=O)CC(C)(C)C3)cc1 (centres undefined) | -8

Next compounds follow:
SMILES | 14-3-3 PPI
O=c1cc(C(F)(F)C(F)F)oc2ccc([N+](=O)[O-])cc12 | -3
O=C1CC(c2ccsc2)c2cc3c(cc2N1)OCCO3 (centres undefined) | -2
CN=CC1=C(O)CC(C)(C)CC1=O | 6
CCOC(=O)c1sc2nc(SCc3ccccc3C)n(Cc3ccco3)c(=O)c2c1C | -5
Cc1ccc(N2C(=O)[C@@H]3[C@H](C2=O)C2CCCN2[C@@H]3C(=O)c2ccccc2)cc1 (some centres undefined) | -23
CC1(C)Cc2c(sc3nc4n(c(=O)c23)CCC4)CO1 | -7
O=C1C(=O)N(c2cccc(C(F)(F)F)c2)C(c2ccccc2[N+](=O)[O-])/C1=C(\O)c1ccccc1 (centres undefined) | -8
CCc1cc2cc(C)ccc2nc1SCC(=O)N1CCN(C(=O)c2ccco2)CC1 | -6
CCOc1ccc2[nH]c(C)c(CN3CCN(C)CC3)c(=O)c2c1 | 8
O=C(Cn1c(=O)n(Cc2ccccc2)c(=O)c2c3c(sc21)CCC3)NCC1CCCO1 (centres undefined) | -5
CC(C)(C)C(=O)NC1CCN(C(=O)N2CCCC2)CC1 | 5
O=C1CC(N2CCN(c3ncccn3)CC2)C(=O)N1c1ccc(OC(F)(F)Cl)cc1 (centres undefined) | -9
Cc1cccc(-n2nc3c(c2NC(=O)c2ccccc2Cl)CSC3)c1C | -6
COc1cc(NC(=O)C2Cc3ccccc3CN2S(C)(=O)=O)cc(OC)c1 (centres undefined) | -2
CCOCCn1c(-c2ccc(OC)cc2)nc2ccccc21 | -4
O=C(Nc1cc(Br)ccc1O)c1cc(-c2ccc(F)cc2)on1 | -47
O=C(CSc1cccc2cccnc12)NCc1ccco1 | -6
O=C(c1cc2c(ccc3ccccc32)oc1=O)N1CCN(CCO)CC1 | -2
CCCCOC(=O)CNc1nnc(SCC(=O)OCC)[nH]c1=O | -6
COc1ccccc1OCC(=O)OCC(=O)Nc1ncc(Cl)cc1Cl | -7
Cc1[nH]nc2c1C1(CCC3(CC1)OCCO3)C(C#N)=C(N)O2 | -11
CCn1c(CN2CCCCCC2=O)nnc1SCc1cnc(-c2ccccc2)s1 | 3
COCCSc1ccccc1C(=O)N1CCN(Cc2ccc3c(c2)OCO3)CC1 | 0
